# Screens: PubChem, several laboratories
# MT stabilize HCS – microtubule stabilization, imaging screen; % tubulin-high responders, % at 10 µM; HeLa tubulin immunostaining HCS, 24 h; share of cells brighter than vehicle mean+2SD; actives 0.83% (n = 200,000); AID 2205;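 active = plate Z-score above 3 for both tubulin-high and condensed-nucleus cell shares, with cell loss under 80%, at 10 µM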;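 also: anti alpha tubulin signal scored within the nucleus-defined area of each cell; some results filed as inactive read as strong as hits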
# West Nile antiviral – inhibition of WNV-induced cytopathic effect – cell-based, CPE readout (AID 1621) | West Nile virus-infected cells, CPE inhibition; higher % means a stronger effect | CPE inhibition, % at 10 µM, or IC50 in µM where a hit was titrated | actives 0.02% (n = 290,000); in the data active = a potency from the dose series; inconclusive = CPE inhibition mostly from about 3.7% at the one dose, without a potency; inactive = the rest, 99 in 100 with CPE inhibition below about 2.2%; also: strong numbers were not always called active
# Myeloid diff 2 – myeloid differentiation induction. ER-HoxA9 myeloid progenitors, lysozyme-GFP differentiation, flow cytometry. calls only at 10 µM. actives 1% (n = 360,000). AID 624256;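 active = normalized GFP-positive differentiation at or above the plate's own cutoff, the solvent-only control mean plus 3 SD; inconclusive = no clear call, values can overlap the other calls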;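 also: cells exposed to compound for four days before flow analysis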
# Hep lipid drop – modulators of hepatic lipid droplet formation. AID 1656. AML12 mouse hepatocytes, oleate lipid droplets, BODIPY imaging. inhibition, % at 6.5 µM. actives 0.4% (n = 240,000);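 active = lipid droplet intensity inhibited by at least 50%, with more than 500 cells counted; inconclusive = wells with under 300 cells, treated as cytotoxic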
#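 Material – mouse AML12 hepatocyte cell line, fixed after treatment · Compound dosing – one dose, 6.5 µM compound · Times – compound with oleate, overnight · Measured by – Image-based BODIPY and DAPI two-channel analysis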
# T cell modulator – T cell immune modulation candidate. calls only at 7 µM. 2C CD8+ T cell-vesicle binding, flow cytometry; stronger effect = lower value. AID 2052. actives 0.068% (n = 330,000);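 active = response, share of CD8 T cells binding vesicles, and their 90th percentile fluorescence all below set limits, cut at about 80% in these data, passing the limit was not always enough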
#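 incubation = binding step 1.5 h, 37 °C, antibody labelling 20 min, ice | test system = 2C mouse CD8+ T cells | read-out basis = percent CD8+ FL2 mean versus row control | controls = Peptide-free naked vesicles (low) and QL9 vesicles with 0.7% DMSO vehicle (high) | detection = flow cytometry of vesicle-bound cells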
# WT yeast gro inh – growth inhibition of WT yeast, mitochondrial fusion screen | inhibition, % at 10 µM | actives 2.1% (n = 190,000) | mitochondrial fusion phenotypic screen, WT strain; in the data active = inhibition above about 58%; tested in S. cerevisiae
# bCat nuc transl – alters nuclear translocation of beta-catenin in HeLa cells | actives 0.3% (n = 190,000) | immunofluorescence imaging | nuclear translocation activity, % at 5 µM;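 active = nuclear translocation activity above 50% at 5 µM, with a well cell count of 50 or more; inconclusive = wells under 50 cells across six images, flagged as toxic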;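 also: per-cell ratio of nuclear to cytoplasmic median beta-catenin stain intensity; plate controls were DMSO negative control for no effect and GSK-3 inhibitor IX positive control for full effect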
#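 Assay system: human HeLa cells, native beta-catenin; doses: 5 µM primary, 0.02–20 µM confirmation; incubation: compound treatment 24 h, 37°C, 5% CO2; technique: fluorescence imaging of beta-catenin antibody stain plus DAPI; measure: % activation, nuclear-to-cytoplasmic median beta-catenin signal ratio per cell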
# Autophagy mod – alters autophagy in cells. MEF GFP-LC3 puncta imaging; test concentration mostly 10 µM. AID 463193. actives 0.98% (n = 190,000). calls only at 10 µM (by protocol);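 active = percentage of spot-positive cells more than 3 SD above its plate mean, without a fluorescence outlier flag or 80% toxicity; inconclusive = no clear call, values can overlap the other calls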;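 also: spot-positive cell cutoff set from DMSO-treated cells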
# Ins promoter up – MIN6 insulin promoter up-regulation; MIN6 insulin promoter-GFP reporter, high-content imaging; stronger effect = higher value; z-score at 5 µM; actives 0.3% (n = 190,000); AID 1625;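 active = z-score above 3 at 5 µM with at least 500 cells counted in the well; inconclusive = wells under 500 cells, flagged as cytotoxic or low count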
# WT yeast gro inh mutant strain – recorded beside WT yeast gro inh, whose call it bears; inhibition, %; mitochondrial fusion phenotypic screen, mutant strain inhibition
# Ins promoter up cell count – second read-out of Ins promoter up, no call of its own (marks repeat the call); cell count; measured here: cytotoxicity, nuclei count;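 total cells summed across four imaged fields per well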
# Hep lipid drop cells 6.5 µM – second read-out of Hep lipid drop, no call of its own (marks repeat the call); cell count; measured here: cell count, cytotoxicity flag;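 cells counted across two imaged fields per well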
# bCat nuc transl cell count 5 µM – further read-out of bCat nuc transl, marked with its call; cell count; measured here: cell count, cytotoxicity flag
# T cell modulator vesicle-bound % – further read-out of T cell modulator, marked with its call; double positive events, %; measured here: CD8+ vesicle-bound cell fraction;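 binding gate set so that unloaded-vesicle control wells show 10% double positive cells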
# MT stabilize HCS Hoechst-high % – further read-out of MT stabilize HCS, marked with its call; % Hoechst-high responders; measured here: nuclear condensation Hoechst responders;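 share of cells brighter than vehicle mean plus two SD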
# MT stabilize HCS cytotoxicity % – second read-out of MT stabilize HCS, no call of its own (marks repeat the call); toxicity, %; measured here: cytotoxicity by cell density;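 0% = mean cell density of plate MIN control wells and 100% = no cells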
# Autophagy mod cell loss 18 h – also measured in Autophagy mod; calls as there; toxicity, %; measured here: cell loss, nuclei count;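 cell loss after 18 h compound exposure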
# Myeloid diff 2 GFP+ MAC1+ % – second read-out of Myeloid diff 2, no call of its own (marks repeat the call); GFP+ MAC1+ double positive, %; measured here: differentiation confirmed by MAC1 staining
# * = called active by the depositor; i = inactive; ? = inconclusive; nt = not tested or not shown; + = active, no number.
SMILES,MT stabilize HCS,MT stabilize HCS Hoechst-high %,MT stabilize HCS cytotoxicity %,West Nile antiviral,Myeloid diff 2,Myeloid diff 2 GFP+ MAC1+ %,Hep lipid drop,Hep lipid drop cells 6.5 µM,T cell modulator,T cell modulator vesicle-bound %,WT yeast gro inh,WT yeast gro inh mutant strain,bCat nuc transl,bCat nuc transl cell count 5 µM,Autophagy mod,Autophagy mod cell loss 18 h,Ins promoter up,Ins promoter up cell count
Cc1ccc(C)c(Cn2nnc3c(=O)[nH]c(C(=O)Nc4ccc(F)cc4)nc32)c1,3.0,2.2,0.7,-0.3%,i,1.2,2,678,i,53,-4,-7,-3.2,1101,i,0,0.42,1460
Cn1c(N2CCCCC2)cc(=O)n(C)c1=O,3.6,2.1,0.7,0.2%,i,1.2,nt,nt,i,41,0,-14,-2.6,956,i,-25,2,1166
O=C(Nc1ccc(CN2CCOCC2)cc1)c1ccc(-c2cc(Cl)ccc2Cl)o1,1.4,1.2,10.0,0.6%,i,0.5,15,750,i,48,54,66,1.7,1220,i,3,-0.89,709
CCCNC(=O)Cn1sc2nc(C)cc(C)c2c1=O,nt,nt,nt,2.7%,i,0.2,5,711,i,3,nt,nt,0.3,1338,nt,nt,nt,nt
C=CCN1C(=O)CSc2ccc(C(=O)NCCC3=CCCCC3)cc21,1.7,2.4,8.0,-0.1%,i,4.1,6,794,i,13,32,8,nt,nt,i,25,-0.62,815
COc1ccc(NC(=O)NC2CCCCCCC2)cc1OC,nt,nt,nt,-0.2%,i,0.7,-4,812,i,13,nt,nt,nt,nt,nt,nt,nt,nt
COc1ccc(N=N/C(C(C)=O)=C(/C)O)cc1,nt,nt,nt,-0.1%,i,0.4,3,776,i,26,nt,nt,-1.3,1105,nt,nt,-1.3,1431
N#CC1=C(N)C(C#N)(C#N)C(c2ccc[nH]2)C2CCCC=C12 (stereo not drawn),3.9,3.7,18,0.4%,i,9.3,nt,nt,i,22,-15,2,-2.3,826,i,-2,-0.43,1112
Cc1[nH]c(=O)[nH]c(=O)c1NC(=O)c1cccs1,2.3,2.3,3.6,0.2%,i,0.5,-5,827,i,26,-3,-2,2.5,839,i,-10,-0.2,1218
N/C(=N\OC(=O)C1CCCCC1)c1cccnc1,1.9,1.9,7.2,0.1%,i,1.0,nt,nt,i,40,-9,1,1.3,1333,i,10,0.15,1545
C#CCOCCOCCOCCNc1nc(N2CCN(C(=O)Cn3cc(CCCCN)nn3)CC2)nc(N2CCN(C(=O)Cn3cc(CCCCN)nn3)CC2)n1,2.4,2.8,4.2,-0.2%,i,1.7,-3,711,i,23,-18,-14,nt,nt,i,8,0.53,1287
O=C(Cc1coc2ccc3ccccc3c12)NCc1ccccc1,1.2,1.5,14,0.0%,i,1.2,1,816,i,47,30,19,nt,nt,i,5,0.19,913
COc1cc(CNc2cc(C)ccc2C)cc(OC)c1OC,4.3,2.7,6.1,-0.5%,i,4.6,0,651,i,15,-13,29,-0.9,1074,i,-12,0.01,1841
O=C(COc1cccnc1[N+](=O)[O-])Nc1ccc(S(=O)(=O)N2CCOCC2)cc1,2.3,2.0,2.3,-0.6%,i,0.3,8,692,i,59,22,-1,0.4,1121,i,15,-0.77,1254
CN(C)S(=O)(=O)c1ccc(S(=O)(=O)NC2CCOC(C)(C)C2)cc1 (stereo not drawn),6.3,2.3,5.3,-0.4%,i,1.1,-17,727,i,14,-9,-5,-2.3,1120,i,2,0.78,1111
Cc1cccc(N2CCN(C(=O)c3ccc(Cl)c(S(=O)(=O)N4CCc5ccccc5C4)c3)CC2)c1C,3.3,2.1,6.5,-1.9%,?,nt,16,663,i,36,7,13,-2.4,918,i,-5,0.38,1270
CSCCC(NC(=O)C1CCC(C)CC1)C(=O)Nc1ccc(NC(C)=O)cc1 (stereo not drawn),nt,nt,nt,-0.4%,i,0.6,-1,790,i,46,nt,nt,nt,nt,nt,nt,nt,nt
C=CCn1c(C)nnc1SCC(=O)NC1CCCCC1,nt,nt,nt,-0.5%,i,1.2,9,825,i,15,nt,nt,nt,nt,nt,nt,nt,nt
O=C(Nc1ccc2ccccc2c1)[C@@H]1C[C@H]1[C@@H](NP(=O)(c1ccccc1)c1ccccc1)c1ccccc1,3.8,2.9,8.5,-0.8%,i,1.4,43,767,i,15,2,-10,-1.6,516,i,0,-0.56,825
CC(C)c1nnc(NC(=O)CCC(=O)NCc2ccco2)s1,5.4,3.0,4.1,-0.5%,i,1.8,2,702,i,42,14,11,-1.2,1218,i,-4,-0.18,1087
CC12CCC(C(=O)N3CCCCCC3)(OC1=O)C2(C)C (stereo not drawn),2.5,2.6,6.2,-0.2%,i,1.4,7,772,i,44,4,-4,-0.1,1218,i,-4,nt,nt
CCCCNCC(=O)Nc1sc(C)c(C)c1C(=O)OCC,14,30,97,-1.5%,i,2.0,-16,684,i,18,7,0,-2.0,1160,i,0,nt,nt
O=C(CNC(c1ccccc1)c1ccccc1)NCc1ccccc1Cl,nt,nt,nt,-1.0%,i,1.1,-16,845,i,34,nt,nt,nt,nt,nt,nt,nt,nt
O=C(O)c1ccc(/C=N/N2CCN(C3c4ccccc4-c4ccccc43)CC2)cc1,nt,nt,nt,0.1%,i,0.8,5,610,i,5,nt,nt,-0.3,1286,nt,nt,nt,nt
NC(=O)COC(=O)c1ccc(NS(=O)(=O)c2ccc3c(c2)OCCO3)cc1,nt,nt,nt,-0.2%,i,0.6,-1,658,i,27,nt,nt,1.9,1305,nt,nt,-0.35,1043
Cc1ccc(C(=O)Nc2ccc(S(=O)(=O)N3CCCC3)cc2)cc1,nt,nt,nt,0.8%,i,4.1,8,579,i,30,nt,nt,nt,nt,nt,nt,nt,nt
Cc1cccc(OCCSc2nc(N)cc(N)n2)c1,nt,nt,nt,-0.7%,i,0.7,7,755,i,37,nt,nt,0.7,1289,nt,nt,0.78,1150
C=CCn1c(Cc2cccs2)nnc1SCC(=O)Nc1cc(OC)cc(OC)c1,3.3,1.6,5.9,-0.7%,i,1.0,nt,nt,i,30,7,27,-2.5,1017,i,17,0.31,515
COc1ccccc1NS(=O)(=O)c1ccc(O)c(C(=O)OCC(=O)N2c3ccccc3CC2C)c1 (stereo not drawn),6.3,2.3,6.8,-0.4%,+,13*,17,688,i,5,9,-2,0.3,1069,i,7,0.91,1352
COc1ccc(C)cc1S(=O)(=O)N(CC(=O)Nc1cccc([N+](=O)[O-])c1)c1ccc(C)c(C)c1,4.9,2.4,7.7,-0.8%,i,0.5,-33,634,i,48,-3,3,nt,nt,i,6,-0.29,1398
CCN1CCN(c2nnc(-c3ccc(F)cc3)c3ccccc23)CC1,nt,nt,nt,-0.1%,i,2.9,-8,806,i,19,nt,nt,nt,nt,nt,nt,nt,nt
Cc1ccc(NC(=O)C(C)N2CCc3ccccc3C2)cc1 (stereo not drawn),nt,nt,nt,-0.6%,i,0.6,-4,826,i,31,nt,nt,nt,nt,nt,nt,nt,nt
CCC1CCCCN1C(=O)CSc1nc2ncccc2[nH]1 (stereo not drawn),nt,nt,nt,-0.1%,i,0.7,0,794,i,53,nt,nt,nt,nt,nt,nt,nt,nt
CC(C)C(=O)NC(Nc1cccc2cccnc12)C(Cl)(Cl)Cl (stereo not drawn),3.5,1.8,9.1,-0.1%,i,1.1,nt,nt,i,18,2,-13,0.6,1381,i,20,-1,1297
CCOC(=O)C1C(=O)C=C(c2ccc(C)cc2)CC1c1cccc([N+](=O)[O-])c1 (stereo not drawn),11,17,19,-1.1%,i,1.2,-4,694,i,50,25,14,0.2,1058,i,14,0.09,1414
Cc1ccc(C)c(C2=CSC3=NS(=O)(=O)CCN23)c1,3.1,1.5,1.7,0.6%,i,2.0,nt,nt,i,32,-15,3,-2.6,897,i,-3,2.1,1264
CC(=O)C1=C(c2ccccc2)NC(=O)NC1c1ccc(O)c(O)c1 (stereo not drawn),2.5,1.2,5.0,0.2%,i,0.3,0,760,i,43,4,-2,-0.6,958,i,15,1.5,1486
CCOc1ccc(C2CC(c3ccccc3)Nc3nc(N)nn32)cc1 (stereo not drawn),3.3,2.2,7.3,-0.2%,i,1.8,nt,nt,i,54,-6,-26,1.5,1151,i,6,-0.9,1392
CCOc1ccc(-c2nc(-c3ccc(OC)cc3)no2)cc1OCC,1.7,1.9,4.0,0.2%,i,1.3,nt,nt,i,19,10,-2,-0.7,1116,i,11,0.12,1231

# Three entries already listed, arranged by the value under T cell modulator vesicle-bound %, ascending:
smiles,T cell modulator vesicle-bound %
O=C(CNC(c1ccccc1)c1ccccc1)NCc1ccccc1Cl,34
Cc1cccc(OCCSc2nc(N)cc(N)n2)c1,37
CCOC(=O)C1C(=O)C=C(c2ccc(C)cc2)CC1c1cccc([N+](=O)[O-])c1 (stereo not drawn),50

# Full records from above. Values in the order: MT stabilize HCS	MT stabilize HCS Hoechst-high %	MT stabilize HCS cytotoxicity %	West Nile antiviral	Myeloid diff 2	Myeloid diff 2 GFP+ MAC1+ %	Hep lipid drop	Hep lipid drop cells 6.5 µM	T cell modulator	T cell modulator vesicle-bound %	WT yeast gro inh	WT yeast gro inh mutant strain	bCat nuc transl	bCat nuc transl cell count 5 µM	Autophagy mod	Autophagy mod cell loss 18 h	Ins promoter up	Ins promoter up cell count
# CC12CCC(C(=O)N3CCCCCC3)(OC1=O)C2(C)C (stereo not drawn) is listed as 2.5	2.6	6.2	-0.2%	i	1.4	7	772	i	44	4	-4	-0.1	1218	i	-4	nt	nt
# O=C(O)c1ccc(/C=N/N2CCN(C3c4ccccc4-c4ccccc43)CC2)cc1 is listed as nt	nt	nt	0.1%	i	0.8	5	610	i	5	nt	nt	-0.3	1286	nt	nt	nt	nt
